tim10-1 inh: growth inhibitors of tim10-1 mutant yeast; S. cerevisiae tim10-1 ts strain growth, BacTiter-Glo, 24 h; inhibition, % at 20 µM; actives 2.2% (n = 330,000); AID 463190;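 active means inhibition of at least 40%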;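 further: mutant grown at 25 °C; 0% = DMSO wells with yeast and 100% = wells holding no yeast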
NLRP3 yeast inh: NALP3 inhibition in yeast | Yeast reconstituted NLRP3/ASC/caspase-1, beta-gal luminescence, 24 h | inhibition, % at 10 µM | actives 0.39% (n = 330,000) | AID 2825;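 active means inhibition of 50% or more; inactive means inhibition below 50%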;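 further: plate controls were induced DMSO wells for no effect and uninduced yeast grown without galactose for full effect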
APJ agonist: agonists of human APJ apelin receptor; activation, % at 20 µM; CHO-K1 APJ PathHunter beta-arrestin, luminescence; 0% DMSO wells, 100% apelin; AID 2520; actives 0.11% (n = 330,000); P35414;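 active means activation more than six SD over the plate average, tested at 20 µM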;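 further: 0% = DMSO alone and 100% = apelin-13 at 10 nM; some results filed as inactive read as strong as hits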
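Assay system – PathHunter CHO-K1 APJ (AGTRL-1) beta-arrestin reporter cells · Compound – one dose, 20 µM compound, 1% DMSO · Timing – compound 90 min 25 °C, reagent 1 h · Measured by – luminescence from split beta-galactosidase complementation, Galacton Star/Emerald II substrate · Measure – beta-arrestin recruitment to APJ as agonist activity, luminescent signal · Benchmarks – DMSO vs Apelin-13 10 nM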
UPR CHOP act: activators of apoptotic arm of unfolded protein response (CHOP); CHO-CHOP luciferase reporter, UPR activation, luminescence; percent of tunicamycin response over DMSO baseline; activation, % at 10 µM; actives 0.34% (n = 330,000);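 active means at 10 µM dose, activation of 40% or more, normalized to positive control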;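 further: 100% = tunicamycin at 10 µg/mL and 0% = DMSO alone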
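System: CHO-CHOP luciferase reporter cell line | Buffer or medium: F12 medium containing 10% fetal bovine serum | Doses: One dose, 10 µM in 0.5% DMSO | Times: 6 h compound exposure at 37 °C after overnight seeding | Signal: Luciferase luminescence | Read-out: % activation vs tunicamycin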
UPR XBP1 act: adaptive UPR (XBP1) activation; CHO-XBP1 luciferase reporter, IRE1-XBP1 UPR activation, luminescence; percent of tunicamycin response, DMSO as zero; activation, % at 20 µM; actives 0.33% (n = 330,000);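 active means versus positive control, 20 µM dose yields 30% or more activation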;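 further: 100% = tunicamycin at 10 µg/mL and 0% = DMSO only wells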
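Test system: CHO-XBP1 luciferase reporter cells | Buffer or medium: Serum-containing F12 medium, 10% FBS | Schedule: 6 h compound exposure at 37 °C, 5% CO2 | Detection: Steady-Glo luciferase glow luminescence, 10 min after reagent addition | Read-out basis: Activation, % of tunicamycin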
TIM10 inh: inhibits growth of TIM10 yeast strain | S. cerevisiae TIM10 strain growth, BacTiter-Glo luminescence, 24 h | inhibition, % at 10 µM | actives 1.4% (n = 330,000) | AID 463195;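 active means inhibition of 40% or more at the single tested concentration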;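 further: wild-type TIM10 isogenic control strain grown at permissive 25 °C; 0% = DMSO yeast wells and 100% = minimal medium wells without yeast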
NR3A LBD binder: NR3A (human) ligand-binding domain modulation; Tm shift relative to glycine control, % at 25 µM; actives 2.5% (n = 340,000); NR3A LBD differential scanning fluorimetry, Tm shift; 0% = protein alone, 100% = glycine-bound protein;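 active means melting temperature shift of at least 10% of the positive control shift, at one fixed dose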
Mdm2 MdmX PPI: inhibitors of human Mdm2/MdmX interaction | inhibition, % at 8 µM | AID 485346 | SaOS-2 split-luciferase Mdm2/MdmX complementation, luminescence | O15151+Q00987 | actives 3% (n = 330,000);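 active means inhibition of at least 50% at 8 µM in the primary screen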
Target sequence (O15151 whole entry, looked up): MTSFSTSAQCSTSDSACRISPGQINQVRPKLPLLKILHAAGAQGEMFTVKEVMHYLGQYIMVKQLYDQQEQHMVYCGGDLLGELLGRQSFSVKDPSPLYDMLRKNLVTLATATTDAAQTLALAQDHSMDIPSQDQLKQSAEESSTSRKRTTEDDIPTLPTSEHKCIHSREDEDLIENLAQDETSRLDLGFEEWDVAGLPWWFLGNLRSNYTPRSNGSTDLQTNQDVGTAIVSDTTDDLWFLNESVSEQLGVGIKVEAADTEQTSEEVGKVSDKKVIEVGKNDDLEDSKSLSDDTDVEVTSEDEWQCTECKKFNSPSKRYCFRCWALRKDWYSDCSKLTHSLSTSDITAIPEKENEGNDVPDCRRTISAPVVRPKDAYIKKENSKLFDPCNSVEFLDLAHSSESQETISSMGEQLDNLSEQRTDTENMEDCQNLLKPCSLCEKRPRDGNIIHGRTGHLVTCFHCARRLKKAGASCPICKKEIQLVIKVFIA
Target sequence (Q00987 whole entry, looked up): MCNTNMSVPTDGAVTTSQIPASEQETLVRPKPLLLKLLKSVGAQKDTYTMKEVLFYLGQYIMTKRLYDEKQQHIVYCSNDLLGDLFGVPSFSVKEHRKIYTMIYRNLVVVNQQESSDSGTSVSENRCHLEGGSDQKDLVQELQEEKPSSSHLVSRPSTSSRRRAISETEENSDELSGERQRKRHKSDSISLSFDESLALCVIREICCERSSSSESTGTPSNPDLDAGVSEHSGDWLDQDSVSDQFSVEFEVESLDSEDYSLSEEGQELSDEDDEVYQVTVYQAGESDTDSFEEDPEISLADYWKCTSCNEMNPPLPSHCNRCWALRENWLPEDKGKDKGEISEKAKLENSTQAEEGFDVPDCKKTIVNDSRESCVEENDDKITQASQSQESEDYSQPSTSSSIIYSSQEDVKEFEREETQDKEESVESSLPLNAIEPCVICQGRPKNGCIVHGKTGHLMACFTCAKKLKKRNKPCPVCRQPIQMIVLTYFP
tim23-1 inh: growth inhibitors of tim23-1 mutant yeast; S. cerevisiae tim23-1 growth, BacTiter-Glo luminescence, 24 h; inhibition, % at 20 µM; actives 1.3% (n = 330,000);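 active means growth inhibition of the mutant yeast at or above 50%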;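 further: temperature-sensitive mutant grown at 25 °C; plate controls were DMSO-treated mutant yeast for no effect and medium wells lacking yeast for full effect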
The depositor's hits bear a star; i = inactive; . = not tested or not shown.

SMILES	tim10-1 inh	NLRP3 yeast inh	APJ agonist	UPR CHOP act	UPR XBP1 act	TIM10 inh	NR3A LBD binder	Mdm2 MdmX PPI	tim23-1 inh
CCN(c1ccccc1)S(=O)(=O)c1ccc(N2CCN(c3ccccc3O)CC2)nc1	-32	23	5	5.1	1	-27	0	2	18
O=C(NCc1ccco1)/C(=C/c1ccco1)NC(=O)c1ccccc1	4	14	0	0.5	1	-3	-1	-4	12
CC(Oc1ccccc1)C(=O)N=C1SC2CS(=O)(=O)CC2N1c1cccc(F)c1 (stereo unspecified)	6	11	1	2.7	-2	-7	-1	25	-12
O=C(OCc1nnc(-c2ccccc2)o1)c1cccnc1Cl	-4	23	1	5.3	0	-17	-1	-19	0
NC(=O)C1CCN(C(=O)CN2CCCc3ccccc32)CC1	2	-4	-2	5.1	-3	-6	-5	31	11
Cc1nnc(SCC(=O)Nc2nccs2)[nH]c1=O	-3	10	-1	-1.0	1	-18	2	4	8
Cc1cccc2sc(N(CCN(C)C)C(=O)/C=C/c3cccs3)nc12	13	39	-4	0.6	-1	29	-9	63*	10
CNC(=O)CSc1nc2c(c(=O)n(C)c(=O)n2C)n1Cc1ccc(C)cc1	-4	21	-3	-0.7	2	1	1	39	-3
Cc1ccc(-c2noc(-c3ccccc3C(=O)NCC3CCCO3)n2)cc1 (stereo unspecified)	8	-2	-2	3.3	0	-3	1	6	9
O=C(N/N=C\c1cccnc1)c1cc(-c2ccccc2)nc2c(Cl)cccc12	22	0	4	-2.0	-2	6	-1	26	25
Cn1nnc2cc(NC(=O)N3CCN(c4ccccn4)CC3)ccc21	-21	16	3	0.8	-1	0	0	13	1
COc1ccc(Cl)cc1C(=O)NCc1cnn(C)c1C	-1	-16	-5	0.7	-1	-5	1	9	6
CCOC(=O)/C(C#N)=C/c1cn(CCC(=O)O)nc1-c1ccc(F)cc1	4	-1	-2	-0.2	-3	15	-1	-1	5
Cc1ccccc1C(=O)NCc1ccncc1	8	10	-1	-0.1	-4	-3	1	-1	6
CC1Cc2ccccc2N1C(=O)/C=C/c1cccc(F)c1 (stereo unspecified)	16	25	-2	0.8	8	27	4	-244	34
O=C(OCCN1C(=O)c2ccccc2C1=O)c1cc2ccccc2o1	4	34	-3	-1.9	-2	28	2	13	29
O=c1c2cn[nH]c2nc(SCc2ccc3c(c2)OCCO3)n1-c1ccccc1	34	9	-1	0.2	4	18	-3	24	28
COc1ccc(CCNS(=O)(=O)c2cccc(C)c2)cc1OC	16	0	1	-2.0	3	-25	2	8	3
COC(=O)C1=C(CCc2ccccc2)NC(=O)NC1c1ccc([N+](=O)[O-])cc1 (stereo unspecified)	9	7	-1	0.7	0	10	1	-9	12
O=C(C1=NN[C@@H]2C(=O)N(c3cccc(F)c3)C(=O)[C@H]12)C(c1ccccc1)c1ccccc1	8	11	-4	-0.9	2	17	-3	5	8
Cc1ccc(C2Nc3ccccc3C(=O)N2Cc2ccco2)cc1 (stereo unspecified)	9	15	-6	4.7	-3	39	2	4	6
O=[N+]([O-])c1cnc(Nc2ccccc2)nc1Nc1ccccc1	19	20	-3	-0.3	-1	-8	1	6	2
C=CCn1c(Cc2csc(N)n2)nnc1SCC(=O)Nc1ccccc1C(F)(F)F	-3	11	-1	-0.8	1	-1	0	21	6
Cc1ccc2c(=O)c(CN3CCCCCC3)c(C)[nH]c2c1C	7	17	25*	-1.8	-4	-15	-8	3	-1
Nc1c(-c2ccccc2)cnn1C1CCS(=O)(=O)C1 (stereo unspecified)	-11	-3	-4	-1.5	-4	1	-1	18	0
CCOC(=O)CSc1nc2c(sc(=S)n2-c2ccc(CC)cc2)c(=O)[nH]1	26	19	0	0.2	-4	5	-9	13	19
O=C(Nc1ccc2c(c1)oc1ccccc12)c1cccnc1	-19	74*	-3	5.6	5	21	17*	-17	44
CCOc1ccc(NC2c3ccccc3C(=O)N2Cc2ccc3c(c2)OCO3)cc1 (stereo unspecified)	10	5	1	-0.2	-3	-8	0	28	13
O=C(c1ccco1)N1CCN(Cc2nnc(-c3cccc(Br)c3)o2)CC1	15	14	-1	2.0	0	-2	0	-8	12
O=C1C2C(C(=O)N1/N=C/c1ccco1)C1C=CC2C12CC2 (stereo unspecified)	8	7	-1	-1.2	2	10	2	1	9
COC(=O)c1ccc(C(C(=O)NC2CCCCC2)N(Cc2ccccc2)C(=O)Cc2cccs2)cc1 (stereo unspecified)	15	2	-5	-3.6	-2	3	-2	15	15
COC(=O)CCC(=O)NNC(=O)C1CC1(c1ccccc1)c1ccccc1 (stereo unspecified)	12	7	-1	-0.4	-5	-3	-1	15	-12
COc1ccc(NC(=S)N(CCN2CCCCC2)Cc2ccco2)cc1	12	-6	0	1.7	-2	-2	-2	11	4
O=C(c1ccccc1)c1cccc(NC(=O)c2ccco2)c1	36	37	-2	3.8	1	53*	-3	-29	42
Cc1ccc(SCC(=O)Nc2ccc3c(c2)C(=O)NC3=O)cc1	2	-14	-4	0.1	0	6	-1	13	5
CC(=O)c1cccc(NC(=O)c2ccc3c(=O)n4c(nc3c2)CCCCC4)c1	27	2	0	1.0	2	-6	2	7	2
CCOc1ccccc1C(=O)Nc1cccc2cccnc12	34	30	-3	1.0	-3	-1	-3	-16	44
CCN1C(=O)[C@H]2[C@H]3CN=C(SC)N3[C@@](CC)(C(=O)OC)[C@H]2C1=O	-6	.	.	3.8	1	7	-1	-4	36
Nc1ncnc2c1ncn2[C@H]1C[C@H](O)[C@@H](CO)O1	0	8	4	-0.3	-2	-5	0	-13	-5
CCn1c(SCc2cccc(C)c2)nnc1-c1ccc(C)cc1	47*	19	-3	2.8	-1	22	0	14	44
CCCn1c(=S)[nH]c2cc(OC)c(OC)cc2c1=O	29	18	-4	-0.6	3	32	2	-27	36
c1ccn2c(SCc3ccc4c(c3)OCCO4)nnc2c1	14	11	-3	2.9	4	12	0	-2	5
OCCC1CN(Cc2nc(-c3ccc(F)cc3)cs2)CCN1CCc1ccccc1 (stereo unspecified)	-28	18	0	0.9	-1	-19	1	-8	i
Cc1ccc(NC(=S)NC2CC3CCCC(C2)N3Cc2cccs2)cc1 (stereo unspecified)	16	15	2	-1.5	-2	8	-2	32	11
Cc1cc(C(=O)CSc2nc3ccccc3c(=O)n2C)c(C)n1Cc1ccc2c(c1)OCO2	6	15	-1	3.6	1	9	-3	63*	-5
COC(=O)c1ccsc1-n1cc(C#N)c(=O)n(C)c1=O	-30	17	-1	0.1	1	-15	-2	-5	5
Cc1cccc(NS(=O)(=O)c2nnc(NC(=O)c3ccc(C)c(C)c3)s2)c1	-10	5	-2	3.0	-3	0	6	20	-1
CN(c1cccc(Cl)c1)S(=O)(=O)c1cccc(C(=O)NN2CCOCC2)c1	6	7	-3	-1.9	-2	6	4	20	2
COc1ccc(N(C)C(=O)Cc2c(C(=O)O)[nH]c3ccccc23)cc1	12	-2	-2	0.3	-2	6	1	-4	12
FC(F)(F)c1cc(-c2ccc(Cl)cc2)nc2ncnn12	15	12	6	-3.0	0	-3	-1	13	25
CCOC(=O)N1CCN(c2ncnc3c2[nH]c2ccc(OC)cc23)CC1	27	-6	5	0.4	1	14	0	2	7
O=C(Nc1cc([N+](=O)[O-])ccc1N1CCOCC1)c1cccs1	-1	5	-5	1.2	2	4	-3	15	0
CCOC(=O)c1ccc(NC(=O)CCc2nc(-c3ccc(C)cc3)no2)cc1	20	29	2	0.1	3	29	5	7	21
COc1ccc(N2CCN(C(=O)COC(=O)COc3cccc(C(F)(F)F)c3)CC2)cc1	13	10	-5	0.7	-4	-1	2	22	9
CCOC(=O)COc1ccc2nsnc2c1Cl	6	9	1	-0.1	-4	-1	6	10	17
O=C(OCCN1C(=O)c2ccccc2C1=O)c1ccc(S(=O)(=O)N2CCCCCC2)cc1	28	-10	-5	-1.4	2	6	0	-5	6
CCOc1ccc(-n2c(C)c(C(=O)OC)c3cc(O)ccc32)cc1	22	-24	-2	1.1	0	29	0	46	0
CCC(=O)Nc1ccc(N/C(N)=N/c2nc(C)cc(C)n2)cc1	-12	-4	-5	-0.1	-4	-4	1	12	-22
COc1ccc(NC(=O)C2Cc3ccccc3C(=O)O2)cc1 (stereo unspecified)	-4	11	-1	0.9	1	-2	-1	-11	-9
C=CCn1c(COc2ccc(Cl)cc2)nnc1SCC(=O)N/N=C/c1cccc(O)c1	-8	10	1	1.4	2	-8	-19	8	-3

Exported with each value named: entries from further up.
CCOC(=O)N1CCN(c2ncnc3c2[nH]c2ccc(OC)cc23)CC1
- tim10-1 inh = 27
- NLRP3 yeast inh = -6
- APJ agonist = 5
- UPR CHOP act = 0.4
- UPR XBP1 act = 1
- TIM10 inh = 14
- NR3A LBD binder = 0
- Mdm2 MdmX PPI = 2
- tim23-1 inh = 7

O=C(Nc1cc([N+](=O)[O-])ccc1N1CCOCC1)c1cccs1
- tim10-1 inh = -1
- NLRP3 yeast inh = 5
- APJ agonist = -5
- UPR CHOP act = 1.2
- UPR XBP1 act = 2
- TIM10 inh = 4
- NR3A LBD binder = -3
- Mdm2 MdmX PPI = 15
- tim23-1 inh = 0

Further records
SMILES	tim10-1 inh	NLRP3 yeast inh	APJ agonist	UPR CHOP act	UPR XBP1 act	TIM10 inh	NR3A LBD binder	Mdm2 MdmX PPI	tim23-1 inh
COc1ccc(C(=O)Cn2cnc3ccc(Cl)cc3c2=O)cc1F	-6	28	-1	0.9	-3	13	-4	21	24
CC(C)C(C)NC(=O)CSc1nnc(-c2c[nH]c3ccccc23)o1 (stereo unspecified)	13	0	-2	4.0	-2	18	1	-3	-4
C#CCOCCOCCOCCNc1nc(N2CCN(C(=O)Cn3cc(CCCCN)nn3)CC2)nc(N2CCN(C(=O)Cn3cc(CCCCN)nn3)CC2)n1	4	14	6	-1.8	0	7	1	8	-2
COCCCNS(=O)(=O)c1cccc(S(=O)(=O)c2cccc(S(=O)(=O)NCCCOC)c2)c1	3	6	-3	-0.1	-3	6	-3	-10	2
Clc1ccc(-c2c[nH]c3ccccc23)nn1	-30	43	-3	2.1	1	-4	18*	4	-8
COc1ccc(C)cc1NC(=O)CSc1nc2ccccc2nc1N1CCCC1	4	21	1	0.2	-2	3	0	43	14
CC(=O)Nc1ccc(Nc2nnc(-c3ccc(C)c(S(N)(=O)=O)c3)c3ccccc23)cc1	1	28	-4	-1.6	-8	6	0	0	8
COC(=O)c1cc(NC2c3ccccc3C(=O)N2CCN2CCOCC2)cc(C(=O)OC)c1 (stereo unspecified)	-3	14	-5	-1.5	-5	4	-4	5	-2
COc1ccc(CN2CCN(C(=O)C3CCN(S(=O)(=O)c4cccs4)CC3)CC2)c(OC)c1OC	9	13	-2	-2.0	-6	12	-1	25	3
COc1ccccc1C(=O)Nc1ccccc1C(=O)N1CCCC1	6	19	-3	-0.1	-2	3	-1	11	13

No enrichment for hits (roughly 8.2% active in at least one column).
